Ecoli viability: bacterial growth inhibition, counter-screen for AddAB inhibitors; actives 0.27% (n = 330,000); E. coli V3065 growth, OD600 absorbance, 18 h; AID 449728; inhibition, % at 11.9 µM;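 active = inhibition above the campaign's mean inhibition across all tested compounds plus 3 SD, cut at about 9.9% in these data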;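 note: uninfected addAB+ strain grown without phage in ampicillin broth; 0% = DMSO wells and 100% = ciprofloxacin 0.95 µg/ml wells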
DAGLB inhibitor: diacylglycerol lipase beta (human) inhibition; actives 0.059% (n = 340,000); HEK293T DAGLB membrane lysate, EnzChek fluorogenic substrate; inhibition, % at 5.17 µM; in the data active = inhibition above about 34%;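 note: 0% = enzyme with vehicle and 100% = wells lacking enzyme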
HTR5A inv ctr: HTR5A inverse agonism, opioid heterodimer counter-screen | P47898 | HTR5A cell line, luminescence | inhibition, % at 9.3 µM | actives 0.083% (n = 340,000); in the data active = inhibition mostly above about 23%, no sharp cut-off; inactive = mostly below about 18%;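 note: 0% = cells with DMSO and 100% = no-cell wells with DMSO; some compounds called inactive have numbers as strong as hits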
Target sequence (P47898 whole entry, looked up): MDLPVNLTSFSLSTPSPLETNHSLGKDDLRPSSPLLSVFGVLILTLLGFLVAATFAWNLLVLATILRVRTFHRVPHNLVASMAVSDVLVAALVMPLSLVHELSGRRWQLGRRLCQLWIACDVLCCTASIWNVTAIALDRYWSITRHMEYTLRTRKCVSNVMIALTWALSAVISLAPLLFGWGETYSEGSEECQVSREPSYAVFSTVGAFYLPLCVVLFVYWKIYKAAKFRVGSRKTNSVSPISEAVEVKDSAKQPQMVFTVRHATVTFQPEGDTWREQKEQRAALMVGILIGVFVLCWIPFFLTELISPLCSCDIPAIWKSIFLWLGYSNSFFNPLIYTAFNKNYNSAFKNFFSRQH
PKA-R2B activ: PKA-R2B complex activation. P22694+P31323. PKA-R2B holoenzyme dissociation, Cy5-IP20 fluorescence polarization; R2B truncated from residue 108, S112A mutant; 0% DMSO only, 100% 113 µM cGMP. activation, % at 11.4 µM. actives 0.079% (n = 340,000);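 active = activation above a cutoff set at the mean over all compounds plus 3 SD, cut at about 18% in these data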;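 note: higher means more holoenzyme dissociation and a rise in polarization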
Target sequence (P31323 whole entry, looked up, other chains not shown, the tested form may be a part): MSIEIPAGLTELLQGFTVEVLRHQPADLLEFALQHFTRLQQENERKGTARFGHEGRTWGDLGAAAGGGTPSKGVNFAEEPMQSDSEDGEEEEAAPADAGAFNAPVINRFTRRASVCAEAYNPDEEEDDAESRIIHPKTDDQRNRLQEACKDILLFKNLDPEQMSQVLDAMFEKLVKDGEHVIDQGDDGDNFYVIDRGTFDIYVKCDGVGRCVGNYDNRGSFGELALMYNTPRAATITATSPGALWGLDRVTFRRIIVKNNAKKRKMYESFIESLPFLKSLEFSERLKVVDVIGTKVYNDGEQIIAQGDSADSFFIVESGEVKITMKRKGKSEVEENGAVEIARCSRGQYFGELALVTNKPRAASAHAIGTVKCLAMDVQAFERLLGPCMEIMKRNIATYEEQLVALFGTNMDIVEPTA
PKA-R1A activ: activates the PKA-R1A holoenzyme complex | P00514+P68181 | PKA-R1A dissociation, Cy5-IP20 fluorescence polarization; scaled: DMSO 0%, 113 µM cGMP 100% | activation, % at 11.4 µM | actives 0.083% (n = 340,000) | AID 504707;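 active = percent activation above the mean of all tested compounds plus 3 SD, cut at about 19% in these data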;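 note: higher means more PKAc released from R1A so a rise in polarization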
phage Ecoli inh: E. coli growth loss with phage present; inhibition, % at 11.9 µM; AID 651602; actives 0.26% (n = 360,000); growth absorbance; in the data active = inhibition above about 11%
HTR5A ag ctr: counter-screen for OPRM1-OPRD1 agonists: human HTR5A agonism | P47898 | HTR5A agonist assay, luminescence, cell-based | activation, % at 9.3 µM | actives 0.61% (n = 340,000) | AID 504692; in the data active = activation mostly above about 9.5%, no sharp cut-off; inactive = mostly below about 7.6%;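 note: 0% = cells with vehicle only and 100% = reference agonist; strong numbers were not always called active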
AddAB inh: less growth of phage-infected E. coli with AddAB; E. coli expressing H. pylori AddAB, absorbance growth; inhibition, % at 11.9 µM; actives 0.29% (n = 330,000); AID 435030; in the data active = inhibition above about 12%;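 note: 0% = vehicle wells of infected cells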
SUMO Mot1 rescue: inhibitors of SUMOylation pathway: yeast Mot1-301 growth rescue; actives 1% (n = 320,000); growth rescue, % at 18.8 µM; AID 2716; S. cerevisiae Mot1-301 growth rescue, ATP luminescence, 38.5C; percent above DMSO median, 100 means doubled;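 active = every valid replicate shows activation above 250% relative to neutral control wells; inactive = the rest, any valid replicate at or below 250%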;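 note: OY570 slx delta 5 strain wells were the positive control but not used for scaling; some compounds called inactive have numbers as strong as hits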
CDK5 p35 inh: blocks human CDK5/p35 kinase activity | Q00535+Q15078 | AID 488839 | Recombinant CDK5/p35, ADP-Glo luminescence, 60 min | actives 0.01% (n = 330,000) | inhibition, % at 10 µM;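 active = highest replicate inhibition of at least 50% and at least 75% of replicates reaching 50%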;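 note: plate controls were DMSO neutral control for no effect and GW8510 at 10 µM for full effect; many of its hits are not listed in these tables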
Tat transport: E. coli Tat transport inhibition. E. coli MC4100 TorA-mCherry Tat export, fluorescence. inhibition, % at 10 µM. actives 0.036% (n = 340,000);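 active = mean replicate inhibition at least 50% and at least half of replicates individually reaching 50%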;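 note: exported cargo escapes ClpAP degradation while cytoplasmic cargo is degraded and loses fluorescence; 0% = median of neutral control wells and 100% = median of NaSCN control wells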
Numbers without * were called inactive; . = no result given.

smiles,Ecoli viability,DAGLB inhibitor,HTR5A inv ctr,PKA-R2B activ,PKA-R1A activ,phage Ecoli inh,HTR5A ag ctr,AddAB inh,SUMO Mot1 rescue,CDK5 p35 inh,Tat transport
Cc1ccc(-c2noc(COC(=O)c3ccco3)n2)cc1,-0.7,-6,3,5,-17,2.1,-1,0.9,44,0.3,2
C/C(=N/NC(=O)CNC(=O)c1cccnc1)c1ccco1,1.3,-1,8,-4,5,2.1,0,1.9,6,-4.6,0
O=C(NC(C(=O)c1ccccc1)N1CCOCC1)c1cccs1 (stereo unspecified),-1.6,-2,-26,-3,-3,-0.5,12*,1.3,-6,-0.5,-1
O=S(=O)(c1ccc(NC(=S)Nc2ccc3c(c2)OCO3)cc1)N1CCOCC1,1.2,1,-2,-1,-7,2.9,1,0.8,22,1.0,1
O=[N+]([O-])c1ccc(-c2csc(N/N=C/c3cccnc3)n2)cc1,1.7,8,16,8,-5,5.5,-5,0.4,-1,-0.4,-10
Cc1ccccc1-c1nc2c(s1)CCc1onc(-c3cccc([N+](=O)[O-])c3)c1-2,-0.5,0,9,6,-12,4.0,-1,0.7,11,-0.8,-3
O=C(Cc1cccc2ccccc12)N1CCN(c2ncccn2)CC1,0.4,-1,2,-14,6,0.6,-1,0.9,-11,0.8,-5
CC1CCCCN1S(=O)(=O)c1cn(C)c(=O)n(C)c1=O (stereo unspecified),-0.6,1,-2,5,-4,1.2,0,1.3,-7,-0.2,-11
CC(=O)c1ccc(OCC(O)CN2CCN(Cc3ccccc3)CC2)cc1 (stereo unspecified),1.1,0,-8,-9,7,.,3,4.7,12,-0.7,4
O=C1C(Cl)=C(N2CCN(Cc3ccccc3)CC2)C(=O)N1Cc1ccccc1,-0.8,-16,11,-3,-1,1.9,1,3.5,-18,-1.6,10
N#Cc1cc2c(nc1SCc1cccc(Cl)c1)CCCCC2,0.2,-1,-6,-1,-5,3.2,-1,2.2,-14,1.6,-8
COc1ccc(C(=O)O)cc1S(=O)(=O)NCCCN1CCCC1=O,-0.5,-2,-11,-14,-13,1.5,-3,3.7,-1,-0.7,-6
CCOC(=O)/C=C1\SCC(=O)N1CC(=O)NCCc1ccc(F)cc1,-1.1,0,-4,-13,-6,2.1,1,1.4,-7,0.2,3
CCc1nc(CNC(=O)c2cc(OC)c(OC)c(OC)c2)no1,0.5,0,-15,0,-8,1.2,7,2.6,95,0.0,21
O=C(Nc1oc2ccccc2c(=O)c1-c1ccc(Cl)cc1)c1ccco1,1.8,1,-9,8,2,-3.1,2,0.6,-25,0.8,2
CN(C(=O)CSc1nnc(-c2cccnc2)o1)C1CCCCC1,-0.5,3,-23,-7,-22,2.0,8,-0.6,11,1.3,3
CCN(CC(=O)Nc1ccccc1C(F)(F)F)C(=O)CCc1nc2sc3c(c2c(=O)[nH]1)CCCC3,-0.7,2,-2,-14,-11,3.5,-1,3.4,-8,-3.7,-8
CC1CCN(CCCNC(=O)C2CCCN(c3ncnc4c3nc3n4CCCCC3)C2)CC1 (stereo unspecified),0.6,1,4,1,1,4.3,-4,0.5,104,-0.3,-2
O=C(NCc1ccco1)c1cc(-c2ccc(F)cc2)on1,0.7,0,9,1,4,0.0,4,-0.7,2,-1.6,2
O=C(CSc1nc2cc(Cl)ccc2o1)NCCc1ccccc1,2.6,-6,-20,8,-5,1.3,2,1.2,3,-2.6,0
COc1cccc(CN2C(=O)NC3(CCCCCC3)C2=O)c1,-1.3,0,-27,2,4,1.8,-1,3.6,223,-1.1,-2
CC(C)OCCCNC(=O)C1CC(=O)N(C2CCCCCCC2)C1 (stereo unspecified),2.0,-3,-11,-6,0,2.4,4,-0.3,-23,2.2,-4
COc1cc2[nH]c(=O)n(CCC(=O)NCc3cccnc3)c(=O)c2cc1OC,-1.9,-4,-23,-10,-4,1.5,-2,-0.9,114,-0.1,-9
Cc1ccc(-n2ncc(C(=O)NC3CC3)c2C2CCN(C(=O)OC(C)(C)C)CC2)cc1,-1.5,2,18,4,-2,-1.9,0,3.4,29,0.2,-1
CCCCNC(=O)CSc1nc2ccc(NC(=O)CSc3nnc(COc4ccccc4C)n3C)cc2s1,2.0,0,-9,-2,-5,-1.3,2,3.3,20,-0.8,-2
COc1ccc(NC(=O)c2nc(C)n(-c3ccc([N+](=O)[O-])cc3)n2)cc1,0.1,-2,2,5,11,2.4,-1,1.8,-4,-0.1,6
CCC(=O)N1N=C(c2cccs2)CC1c1ccc(OC)cc1 (stereo unspecified),.,-1,1,10,9,1.9,0,.,14,-1.0,24
COc1cccc(CNC(=O)C2CCN(S(=O)(=O)N3CCCCC3)CC2)c1,-1.3,1,-13,1,4,3.0,-7,1.2,10,-0.4,-1
CCc1cccc(C)c1NC(=O)C1CCN(C(=O)c2ccc([N+](=O)[O-])cc2)CC1,0.2,1,-10,4,-1,4.5,0,2.6,-5,1.7,-8
O=C(NCC1CCCO1)c1ccc2c3n(nc2c1)-c1ccccc1CO3 (stereo unspecified),0.2,2,-23,-1,-9,2.7,4,0.0,-7,2.7,1

Entries above that contain a Cl atom (four):
smiles,Ecoli viability,DAGLB inhibitor,HTR5A inv ctr,PKA-R2B activ,PKA-R1A activ,phage Ecoli inh,HTR5A ag ctr,AddAB inh,SUMO Mot1 rescue,CDK5 p35 inh,Tat transport
O=C1C(Cl)=C(N2CCN(Cc3ccccc3)CC2)C(=O)N1Cc1ccccc1,-0.8,-16,11,-3,-1,1.9,1,3.5,-18,-1.6,10
N#Cc1cc2c(nc1SCc1cccc(Cl)c1)CCCCC2,0.2,-1,-6,-1,-5,3.2,-1,2.2,-14,1.6,-8
O=C(Nc1oc2ccccc2c(=O)c1-c1ccc(Cl)cc1)c1ccco1,1.8,1,-9,8,2,-3.1,2,0.6,-25,0.8,2
O=C(CSc1nc2cc(Cl)ccc2o1)NCCc1ccccc1,2.6,-6,-20,8,-5,1.3,2,1.2,3,-2.6,0

(next part)
Keys: A = Ecoli viability; B = DAGLB inhibitor; C = HTR5A inv ctr; D = PKA-R2B activ; E = PKA-R1A activ; F = phage Ecoli inh; G = HTR5A ag ctr; H = AddAB inh; I = SUMO Mot1 rescue; J = CDK5 p35 inh; K = Tat transport
CC(C)CC1(C)NC(=O)N(CCN2C(=O)c3ccccc3C2=O)C1=O (stereo unspecified)
  A = -0.7 | B = 1 | C = -20 | D = -12 | E = -3 | F = 3.6 | G = 7 | H = -0.8 | I = 38 | J = 0.1 | K = -14
COCCCNC(=O)c1ccc(CS(=O)(=O)c2ccc(Br)cc2)o1
  A = 0.2 | B = 1 | C = 6 | D = 13 | E = 8 | F = 3.5 | G = -2 | H = 4.3 | I = -2 | J = 0.0 | K = -3
O=C1NC(=O)/C(=C/c2ccc(OS(=O)(=O)c3ccc(F)cc3F)cc2)N1
  A = -2.3 | B = . | C = . | D = . | E = . | F = 3.8 | G = . | H = 0.1 | I = 1 | J = -2.4 | K = -4
Cc1cccn2c(=O)c3cc(C(=O)N4CCOCC4)n(C)c3nc12
  A = 0.6 | B = 1 | C = 4 | D = -17 | E = -5 | F = 0.6 | G = -2 | H = -2.5 | I = -7 | J = -1.0 | K = 5
O=S(=O)(Nc1ncccn1)c1ccc(NS(=O)(=O)c2cc(Cl)ccc2Cl)cc1
  A = -0.6 | B = 1 | C = -2 | D = 12 | E = 1 | F = 2.0 | G = 0 | H = 0.7 | I = 0 | J = -0.5 | K = 2
Cc1cc(NC(=O)COC(=O)C2CCN(S(=O)(=O)c3c(Cl)cccc3Cl)CC2)no1
  A = 1.6 | B = -2 | C = 5 | D = 1 | E = -10 | F = 1.3 | G = -2 | H = -1.6 | I = 6 | J = 1.4 | K = 6
CCCOC(=O)c1ccc2c(c1)C(=O)N(c1ccccc1)C2=O
  A = -0.2 | B = -17 | C = 0 | D = -5 | E = -15 | F = 0.3 | G = 0 | H = 0.8 | I = -8 | J = -0.6 | K = -2
CCc1ccccc1NC(=O)CC1SCCNC1=O (stereo unspecified)
  A = -2.0 | B = 3 | C = -21 | D = -5 | E = -19 | F = 0.3 | G = 3 | H = -2.8 | I = -19 | J = 0.6 | K = -4
CCCn1nc2cc(C(=O)NCc3ccc(C)cc3)ccc2c1OCC
  A = -0.8 | B = -4 | C = 3 | D = -4 | E = -4 | F = 1.0 | G = 2 | H = 2.4 | I = -5 | J = 1.4 | K = -34
O=C(/C=C/c1ccc([N+](=O)[O-])cc1)Nc1cccc(C(=O)Nc2ccccc2C(=O)O)c1
  A = 0.3 | B = 0 | C = -25 | D = 6 | E = -6 | F = 4.0 | G = 7 | H = 1.6 | I = 14 | J = 1.1 | K = 3
CC(C)Oc1ccc(C(=O)Nc2ccc(S(=O)(=O)N3CCN(C)CC3)cc2)cc1
  A = -3.7 | B = 0 | C = 7 | D = -1 | E = 11 | F = 0.4 | G = -2 | H = 1.5 | I = 1 | J = 0.3 | K = 1

Filtered by structure, the compounds so far containing a thiophene ring, fused or not (3)
Keys: A = Ecoli viability; B = DAGLB inhibitor; C = HTR5A inv ctr; D = PKA-R2B activ; E = PKA-R1A activ; F = phage Ecoli inh; G = HTR5A ag ctr; H = AddAB inh; I = SUMO Mot1 rescue; J = CDK5 p35 inh; K = Tat transport
O=C(NC(C(=O)c1ccccc1)N1CCOCC1)c1cccs1 (stereo unspecified)
  A = -1.6 | B = -2 | C = -26 | D = -3 | E = -3 | F = -0.5 | G = 12* | H = 1.3 | I = -6 | J = -0.5 | K = -1
CCN(CC(=O)Nc1ccccc1C(F)(F)F)C(=O)CCc1nc2sc3c(c2c(=O)[nH]1)CCCC3
  A = -0.7 | B = 2 | C = -2 | D = -14 | E = -11 | F = 3.5 | G = -1 | H = 3.4 | I = -8 | J = -3.7 | K = -8
CCC(=O)N1N=C(c2cccs2)CC1c1ccc(OC)cc1 (stereo unspecified)
  A = . | B = -1 | C = 1 | D = 10 | E = 9 | F = 1.9 | G = 0 | H = . | I = 14 | J = -1.0 | K = 24

Source: PubChem BioAssay

Rows were taken by chance. About 2.3% of those tested had a hit in this group.
